# Compound activity: PubChem, several laboratories
# Wnt act: activators of Wnt/beta-catenin signaling; Wnt/beta-catenin reporter cell assay, activator, plate reader; 300,000 compounds, 1.2% hits; activation, % at 9.35 µM; AID 743398; in the data active = activation above about 30%, passing the limit was not always enough; inconclusive = no clear call, values can overlap the other calls;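 note: 0% = neutral control wells and 100% = positive control wells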
# Ecoli viability: reduces bacterial viability in AddAB counter-screen; inhibition, % at 11.9 µM; E. coli V3065 growth, OD600 absorbance, 18 h; 330,000 compounds, 0.27% hits;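 active = inhibition above the campaign's mean inhibition across all tested compounds plus 3 SD, cut at about 9.9% in these data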;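 note: uninfected addAB+ strain grown without phage in ampicillin broth; 0% = DMSO wells and 100% = ciprofloxacin 0.95 µg/ml wells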
# SR-BI DiI-HDL act: activators of SR-BI mediated HDL lipid uptake; CHO ldlA[mSR-BI] cells, DiI-HDL uptake fluorescence, 3 h; 100 = double the neutral-control signal; activation, % at 12.5 µM; 320,000 compounds, 0.096% hits; AID 504775;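 active = mean replicate activation of at least 60% and every replicate at or above 60%; inconclusive = mean or all-replicate condition met, but not both; inactive = mean below 60% and not all replicates reaching 60%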;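 note: 0% = median plate neutral-control signal and 100% = twice that signal; values of inactives mirror those of a sister screen read the other way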
#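 Assay system: LDL receptor-deficient CHO ldlA cells overexpressing murine SR-BI / Medium: BSA-supplemented, HEPES-buffered Ham's F12, pH 7.4 / Probe or stimulus: DiI-labelled HDL at 10 µg/mL final / Timing: compound with DiI-HDL co-incubation, 3 h at 37 °C / Technique: bottom-read cell fluorescence after medium removal, ex 550/em 595 nm / Measure: HDL uptake via cellular fluorescence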
# Tat transport: blocks Tat-dependent protein export in E. coli; E. coli MC4100 TorA-mCherry Tat export, fluorescence; inhibition, % at 10 µM; AID 488895; 340,000 compounds, 0.036% hits;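 active = mean replicate inhibition at least 50% and at least half of replicates individually reaching 50%; inconclusive = only one of the two criteria met; inactive = neither criterion met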;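 note: exported cargo escapes ClpAP degradation while cytoplasmic cargo is degraded and loses fluorescence; 0% = median of neutral control wells and 100% = median of NaSCN control wells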
# CAL PDZ FP-1: blocks peptide binding to the human CAL PDZ domain. purified CAL PDZ, TMR-peptide fluorescence polarization, 1 h. inhibition, % at 24.9 µM. 300,000 compounds, 0.92% hits. Q9HD26. AID 602252;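 active = mean inhibition of at least 30% with at least half of replicates also reaching 30%; inconclusive = no clear call, values can overlap the other calls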;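 note: 0% = DMSO neutral control and 100% = excess unlabeled competitor peptide PRC23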
# phage Ecoli inh: E. coli growth loss with phage present. 360,000 compounds, 0.26% hits. inhibition, % at 11.9 µM. growth absorbance; in the data active = inhibition above about 11%
# CAL PDZ FP-2: blocks peptide binding to human CAL PDZ domain; Q9HD26; purified CAL PDZ, TMR-peptide fluorescence polarization, 1 h; inhibition, % at 20 µM; 330,000 compounds, 0.02% hits; AID 504414;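 active = highest replicate inhibition of at least 40%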;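 note: plate controls were DMSO neutral control wells for no effect and unlabeled competitor peptide control wells for full effect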
#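 Test system: tagged CAL PDZ domain / Buffer or medium: sodium phosphate/NaCl buffer pH 7.4 with TCEP, IgG, Thesit / Reagent: TMR-labelled reporter peptide T*-PRC34 bound in PDZ groove / Compound dosing: single point, 20 µM / Schedule: 1 h incubation at room temperature before polarization reading / Technique: fluorescence polarization (mP) / Benchmarks: unlabelled peptide, DMSO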
# AddAB inh: less growth of phage-infected E. coli with AddAB. E. coli expressing H. pylori AddAB, absorbance growth. inhibition, % at 11.9 µM. 330,000 compounds, 0.29% hits; in the data active = inhibition above about 12%;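 note: 0% = vehicle wells of infected cells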
# SR-BI HDL uptake: mouse SR-BI HDL lipid transfer inhibition. inhibition, % at 12.5 µM. ldlA[mSR-BI] CHO cells, DiI-HDL uptake fluorescence, 3 h. 320,000 compounds, 0.96% hits;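 active = mean replicate inhibition of at least 70% and a set share of replicates each scoring 70 or more; inconclusive = meets just one of the two criteria; inactive = fails both criteria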;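 note: 0% = median of neutral control wells and 100% = median of positive control wells; values of inactives mirror those of a sister screen read the other way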
# Target sequence (Q61009 whole entry, looked up): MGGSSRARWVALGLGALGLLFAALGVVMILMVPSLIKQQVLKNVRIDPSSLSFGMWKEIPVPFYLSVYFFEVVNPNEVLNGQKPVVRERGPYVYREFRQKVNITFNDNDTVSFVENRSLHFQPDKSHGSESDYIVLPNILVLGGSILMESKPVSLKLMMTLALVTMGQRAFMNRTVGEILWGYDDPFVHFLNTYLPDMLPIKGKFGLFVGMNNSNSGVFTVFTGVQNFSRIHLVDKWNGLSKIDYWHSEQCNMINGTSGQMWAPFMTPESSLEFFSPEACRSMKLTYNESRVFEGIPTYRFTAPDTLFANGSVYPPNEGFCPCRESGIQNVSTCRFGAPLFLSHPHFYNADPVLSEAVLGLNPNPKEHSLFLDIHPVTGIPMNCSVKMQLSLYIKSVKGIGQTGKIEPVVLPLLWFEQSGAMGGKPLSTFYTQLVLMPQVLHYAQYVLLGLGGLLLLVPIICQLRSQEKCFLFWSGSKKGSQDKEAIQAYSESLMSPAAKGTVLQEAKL
# MITF act: MITF TRPM1 promoter activation in melanoma cells | SK-MEL-5 TRPM1-promoter luciferase, 24 h; % of positive control, neutral wells = 0 | activation, % at 12.5 µM | 300,000 compounds, 0.75% hits | AID 588334;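 active = mean activation of at least 80% with every replicate also reaching 80%; inconclusive = mean reaches 80% but some replicate falls short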;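 note: 0% = neutral control wells and 100% = parthenolide positive control wells; values of inactives mirror those of a sister screen read the other way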
# Starred values were filed as active, the others as inactive; ? = inconclusive; · = no result given.
molecule	Wnt act	Ecoli viability	SR-BI DiI-HDL act	Tat transport	CAL PDZ FP-1	phage Ecoli inh	CAL PDZ FP-2	AddAB inh	SR-BI HDL uptake	MITF act
Cc1ccc(C)c(OCCN2C(=O)NC3(CCc4ccccc4C3)C2=O)c1 (stereo not drawn)	·	-0.7	6	2	-3	1.0	-3.2	0.5	-6	10
COc1ccc(CCNc2oc(COc3ccc(F)cc3)nc2C#N)cc1	-3	-1.8	14	14	2	3.2	0.5	-0.5	-14	4
COc1ccc(OCCCC(=O)N2CCCc3ccccc32)cc1	-2	1.2	-6	-4	0	0.8	-1.3	-0.8	6	-3
O=C(CCCc1nc2ccccc2s1)NCc1ccccc1	2	-1.0	40	-7	-2	4.0	-3.6	1.0	-40	-9
COc1ccc(C(=O)NCCc2nnc3ccc(SCC(=O)NCc4ccc(F)cc4)nn23)cc1	8	0.0	23	0	-6	0.0	0.6	0.5	-23	-2
CCOC(=O)Cc1csc(NC(=O)c2ccc(Cl)s2)n1	10	1.8	-1	-4	-5	1.2	·	-0.7	1	-10
O=[N+]([O-])c1ccccc1-c1nc(-c2ccc(Br)o2)no1	47*	0.5	2	7	-2	3.0	-0.3	5.3	-2	40
CCN(CC(=O)Nc1ccc(OC)cc1)C(=O)CSCC(=O)Nc1cc(C)on1	-1	-0.2	12	4	1	0.7	-1.1	3.6	-12	-10
CCOc1ccc(NC(=O)c2ccc(CN3CCc4ccccc4C3)cc2)cc1	-4	-1.2	-30	3	·	-0.1	0.0	2.7	30	0
COCc1cc(C)nc2sc(C(=O)Nc3ccccc3C)c(N)c12	3	-0.1	-33	1	-6	2.6	-0.2	0.2	33	21
COc1ccc(/C=N\NC(=O)CNC(=O)C2COc3ccccc3O2)cc1[N+](=O)[O-] (stereo not drawn)	13	0.8	1	1	-3	1.3	-2.3	2.5	-1	11
CC(OC(=O)c1nc(-c2ccccc2)n(-c2ccccc2)n1)C(=O)Nc1cc(Cl)cc(Cl)c1 (stereo not drawn)	3	3.2	-4	1	8	3.7	-2.3	1.2	4	4
CCN1C(C#N)=C(C#N)N=C(C)CC1(C)C	-1	-2.0	22	-4	5	-0.2	-0.6	0.8	-22	-2
CCOC(=O)CCCCCC(=O)Nc1ccc2c(c1)C(=O)N([C@H](C)CO)C[C@H](C)[C@@H](CN(C)C(=O)Nc1ccc(OC)cc1)O2	·	-0.9	-3	-3	2	·	-0.2	-0.1	3	2
Cc1ccc(C(=O)NCC(=O)OCC(=O)NCCNC(=O)COC(=O)CNC(=O)c2ccc(C)cc2)cc1	-1	1.2	12	-9	12	-0.2	-1.4	1.4	-12	-8
O=C(/C=C/c1ccc(S(=O)(=O)N2CCOCC2)cc1)N1CCN(c2ccccc2)CC1	0	-0.3	-5	-1	0	3.4	-1.7	1.6	5	-7
Cc1c(C(=O)N(Cc2ccc(F)cc2)C2CCS(=O)(=O)C2)oc2ccccc12 (stereo not drawn)	-1	0.1	7	0	-2	3.8	-3.1	-0.9	-7	-4
COc1ccc(OCc2cccc(C(=O)N3CCCC3)c2)cc1	·	1.1	9	3	-5	0.9	0.3	0.3	-9	4
Cc1ccc(Cn2c(C)c3cnn(CC(=O)NCc4ccccn4)c(=O)c3c2C)cc1	-4	-2.2	-6	2	·	1.1	-1.4	-1.2	6	4
CCOc1ccccc1NC(=O)c1ccc(NC(=O)C2CCCO2)cc1 (stereo not drawn)	0	1.5	-57	3	-4	2.3	-3.5	3.7	57	18
Nc1n[nH]c(-c2ccccc2)c1-c1ccccc1	-3	-3.7	20	1	7	1.1	-0.3	-3.4	-20	0
COCCNc1nnc(Cc2ccc(OC)c(OC)c2)c(=O)[nH]1	3	-0.4	40	3	4	-0.2	·	-1.7	-40	-7
Nc1cc(-c2ccc(Cl)cc2)nn1-c1ccccc1	49*	0.1	13	0	1	-0.3	-0.4	2.2	-13	119*
CC(=O)Nc1ccc(S(=O)(=O)NCC(=O)NCCc2ccc(S(N)(=O)=O)cc2)cc1	-12	-3.3	-2	-4	-2	4.0	0.9	0.5	2	-5
CCC(=O)NC(=S)Nc1cccc(NC(=O)c2ccccc2)c1	-13	2.7	-41	-3	-2	2.1	-1.2	2.5	41	-24
Cc1ccc(Nc2nnc(SC(C)C(=O)NCC3CCCO3)s2)cc1C (stereo not drawn)	1	1.4	-36	-2	-2	-0.4	-2.0	1.5	36	12
COc1ccc2c(C)cc(SCC(=O)N3CCOCC3)nc2c1	-3	0.1	-45	-4	-4	2.9	-2.7	1.3	45	-3
COc1ccc(/C=N/OCC(=O)N(Cc2ccccc2)c2ccccc2C(=O)O)cc1	·	-1.2	4	-1	-1	3.8	-2.2	1.7	-4	9
Cc1cccc(OC(C)C(=O)N/N=C\c2ccncc2)c1 (stereo not drawn)	-1	1.5	17	-5	-5	2.1	-1.0	0.0	-17	0
CCOC(=O)c1c(NC(=O)C2CCN(S(=O)(=O)c3ccc(Cl)cc3)CC2)sc2c1CCCC2	-1	-2.9	-31	-4	-1	2.1	-2.9	1.1	31	1
COc1ccc(CCNC(=O)c2cccc3c2C(=O)N(C2CCCCC2)C3)cc1OC	0	-0.2	-23	10	-8	0.0	-4.3	0.6	23	-4
COCCN(Cc1cn[nH]c1-c1ccc2cc(OC)ccc2c1)C(C)C	2	·	-13	6	4	0.5	-0.7	·	13	·
O=c1cnnc(Nc2ccccc2)[nH]1	-1	0.3	14	-8	5	4.6	-1.2	1.1	-14	4
COC(=O)CSc1nnc2cc(C)c3ccccc3n12	12	0.5	·	-2	1	1.4	-2.3	1.6	·	-5
O=C(CCCN1C(=O)/C(=C\c2ccccc2)SC1=S)Nc1cccc(C(=O)O)c1	2	-1.6	0	-7	-3	0.1	-3.7	2.9	0	-5
COc1ccc(C)cc1NC(=O)c1ccc2c(O)c(S(=O)(=O)c3ccccc3)c(=O)[nH]c2c1	0	0.5	0	-5	-4	-1.1	-3.1	3.5	0	10
COc1cccc(NC(=O)CN(C)C(=O)CCNS(=O)(=O)c2ccc(C)cc2)c1	-1	-1.9	-1	-5	-2	0.3	-0.2	1.4	1	-3
CN(C(=O)COC(=O)/C=C/c1ccc(S(=O)(=O)N2CCc3ccccc32)cc1)C1CCS(=O)(=O)C1 (stereo not drawn)	-2	1.1	-12	7	3	3.0	-1.0	1.4	12	1
CCCCCc1nnc(NC(=O)C2COc3ccccc3O2)s1 (stereo not drawn)	2	2.9	17	0	3	0.0	0.3	2.1	-17	0
CC(C)N(C(=NCc1ccccc1)NC(=O)c1ccccc1)C(C)C	0	-4.9	6	-7	3	3.2	-2.7	2.4	-6	-1
CCOc1ccc(CNc2nnnn2C)cc1OC	-2	1.0	21	3	-2	2.5	0.0	-1.1	-21	·
COc1ccc(NC(=O)CSc2nc3ccccc3c(=O)n2-c2ccc3c(c2)OCO3)c(OC)c1	-3	-2.2	-21	18	-1	-9.0	-0.1	1.9	21	·
O=C(CSc1ccccn1)Nc1nc2ccc(Br)cc2s1	4	0.9	-18	4	·	·	0.5	0.8	18	5
Cc1ccc(C(=O)NNC(=S)NC(=O)c2ccco2)cc1	-1	8.6	-4	-11	-2	4.9	-1.5	13*	4	-1
CC(=O)c1ccc(OCc2cc(C(=O)N3CC[C@@H]4CCCC[C@H]4C3)no2)cc1	37*	2.9	10	11	-2	-1.0	-2.5	4.4	-10	73
O=C(C1CCN(Cc2ccc(OCc3ccccc3)cc2)CC1)N1CCCC1	8	-0.7	6	-2	-4	1.6	-3.6	3.6	-6	30
O=C(COC(=O)CSc1ccccc1)Nc1ccc(F)cc1F	-2	0.6	54	-3	-10	1.5	0.4	-0.7	-54	-10
O=C(NC(=S)Nc1ccc(S(=O)(=O)Nc2nccs2)cc1)c1cccc(F)c1	-1	5.2	33	-1	-6	2.9	0.4	6.6	-33	9
CC(=O)N1CCN(S(=O)(=O)c2ccc(S(=O)(=O)NCC(C)C)cc2)CC1	·	-1.6	2	-6	1	·	-3.1	0.1	-2	·
Cn1c(=O)c2c(nc(SCC(=O)Nc3ccccc3)n2C)n(C)c1=O	0	0.2	11	1	·	2.1	-1.1	3.3	-11	8

# The listing continues:
molecule	Wnt act	Ecoli viability	SR-BI DiI-HDL act	Tat transport	CAL PDZ FP-1	phage Ecoli inh	CAL PDZ FP-2	AddAB inh	SR-BI HDL uptake	MITF act
COc1ccc(-c2nn3c(-c4ccco4)nnc3s2)cc1OC	·	-1.0	-17	-4	-3	0.3	-0.9	2.9	17	30
Cc1sc(C(=O)Nc2ccc3ccccc3c2)cc1CC(=O)O	?	2.5	-10	2	-4	4.1	-3.0	4.1	10	11
CCSc1nc(O)c(C2OC(=O)c3c2ccc(OC)c3OC)c(=O)n1-c1ccccc1 (stereo not drawn)	-7	3.2	5	-12	1	1.9	-0.8	1.8	-5	-9
CNC(=S)N1CCN(c2cccc(OC)c2)CC1	·	0.7	-47	2	-4	1.6	-0.1	2.5	47	·
Cc1nc(-c2cccc(S(=O)(=O)N3CC(C)CC(C)C3)c2)cs1 (stereo not drawn)	·	0.8	0	6	-3	3.7	-0.6	1.9	0	15
Cc1cc(C)c(C#N)c(SCCS(=O)(=O)Cc2ccccc2)n1	1	0.1	-14	0	-1	-0.6	-2.3	2.0	14	26
COc1cc2c(cc1NC(=O)COC(=O)/C=C/c1ccc([N+](=O)[O-])cc1)oc1ccccc12	4	0.5	-48	31	-1	-0.9	-0.3	2.6	48	10
COc1ccc(-n2c(=S)[nH]c3cc(C(=O)NCCCN4CCCC4=O)ccc3c2=O)c(OC)c1	1	-0.2	10	17	0	2.1	·	0.2	-10	·
O=C1NC[C@@H](Cc2cccc3ccccc23)N(CC2CCCCC2)C1=O	-5	-0.3	-9	1	-2	2.0	-2.2	-1.1	9	-3
CC(=O)c1cccc(NC(=O)COC(=O)COc2c(Cl)cc(Cl)c3ccc(C)nc23)c1	-3	-4.0	16	0	15	-2.3	-2.1	6.5	-16	4
COc1ccc(N2CCN(C(=O)CCc3nc(-c4ccc(C)cc4)no3)CC2)cc1	·	0.5	34	-3	0	4.0	0.6	-0.6	-34	2
Cc1ccc(C(=O)Oc2ccc3ccc(=O)oc3c2)cc1	-1	3.0	-10	-13	1	0.6	-1.6	1.3	10	11
CCc1nc2c(c(=O)c3ccccc3n2C)c(=O)n1-c1ccc(F)cc1	·	1.0	-4	-10	-2	0.3	-2.8	3.0	4	-15
COc1ccc2cc(CCN3C(=O)c4ccccc4C3=O)c(=O)[nH]c2c1	4	-1.8	-20	8	·	0.1	0.3	-1.0	20	28
